Bioassay records: PubChem, several laboratories
GPR55 LPI antagonism = GPR55 antagonists blocking LPI-driven arrestin recruitment, primary screen, imaging, U2OS, beta-arrestin-GFP, LPI agonist (AID 2013) | G-protein coupled receptor 55 (Homo sapiens) | U2OS GPR55 beta-arrestin-GFP translocation imaging, LPI antagonism; higher % means a stronger effect | inhibition, % at 10 µM, or IC50 in µM where a hit was titrated | 290,000 compounds, 0.13% hits;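 active = spots per cell inhibited over 60%, with over 100 cells counted and total cytoplasm intensity under 500,000; inconclusive = wells with under 100 cells, flagged as likely toxic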;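 also: U2OS cells stably carrying GPR55 and arrestin-GFP stimulated by 5 µM LPI near EC80; imaged beta-arrestin-GFP aggregate spots per cell after agonist stimulation; plate controls were LPI-stimulated DMSO wells for no effect and DMSO wells without LPI for full effect; some results filed as inactive read as strong as hits; confirmed hits need IC50 under 10 µM and bright autofluorescent wells are also inconclusive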
GPR35 antagonists = GPR35 antagonists blocking zaprinast-driven arrestin recruitment, primary screen, imaging, U2OS, beta-arrestin-GFP, zaprinast agonist (AID 2058) | U2OS GPR35 beta-arrestin-GFP translocation imaging, zaprinast antagonism; higher % means a stronger effect | 290,000 compounds, 0.052% hits | G-protein coupled receptor 35 (Homo sapiens) | inhibition, % at 10 µM, or IC50 in µM where a hit was titrated;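 active = inhibition of at least 50% with at least 30 cells and total cytoplasm GFP at most 10,000,000; inconclusive = under 30 cells or total GFP of 10,000,000 plus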
HIV peptide binding = inhibitors of HIV fusion peptide binding, primary screen, biochemical, uHTS, fluorescence dequenching (AID 1986). cell-free peptide binding, fluorescence dequenching, 30 min; higher % means a stronger effect. inhibition, % at 20 µM, or IC50 in µM where a hit was titrated. 290,000 compounds, 0.3% hits; in the data active = inhibition mostly above about 52%, no sharp cut-off; inactive = mostly below about 76%; also: some results filed as inactive read as strong as hits
GPR55 activation = GPR55 agonists via beta-arrestin recruitment, primary screen, imaging, U2OS cells, beta-arrestin-GFP redistribution (AID 1961) | G-protein coupled receptor 55 (Homo sapiens) | U2OS GPR55 beta-arrestin-GFP redistribution imaging; higher % means a stronger effect | activation, % at 10 µM; hits with a dose series show EC50 in µM | 290,000 compounds, 0.048% hits;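 active = activation above 40% with more than 50 cells counted in the well; inconclusive = wells holding fewer than 50 cells, flagged as toxic or sparse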;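 also: U2OS osteosarcoma cells stably expressing GPR55 and beta-arrestin-GFP; plate controls were DMSO negative control for no effect and LPI positive control for full effect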
Myeloid diff 2 = induction of myeloid progenitor differentiation, primary screen, cell-based, flow cytometry, MLPCN library. ER-HoxA9 myeloid progenitors, lysozyme-GFP differentiation. calls only at 10 µM. 360,000 compounds, 1% hits. AID 624256, 2012;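 active = normalized GFP-positive differentiation at or above the plate's own cutoff, the solvent-only control mean plus 3 SD; inconclusive = no clear call, values can overlap the other calls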;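 also: cells exposed to compound for four days before flow analysis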
NOD2 inhibition = NOD2 signaling inhibitors, cell-based, luminescence, uHTS, HEK293 (AID 1566). inhibition, % at 4 µM, or EC50 in µM where a hit was titrated. 290,000 compounds, 0.63% hits. HEK293 NOD2/NF-kB luciferase reporter, luminescence; higher % means a stronger effect; also: many of its hits are not listed in these tables
NOD1 inhibition = NOD1 signaling inhibitors, primary screen, cell-based, luminescence, uHTS (AID 1578); NOD1-driven NF-kB luciferase reporter cells, luminescence; higher % means a stronger effect; inhibition, % at 4 µM, or EC50 in µM where a hit was titrated; 290,000 compounds, 1% hits; in the data active = inhibition mostly above about 36%, no sharp cut-off; inactive = mostly below about 34%;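 also: HEK-293T reporter cells stimulated with the NOD1 agonist gamma-tri-DAP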
KOR beta-arrestin-1 = KOR agonists, beta-arrestin recruitment, primary screen, cell-based, luminescence, uHTS (AID 1777); Kappa-type opioid receptor (Homo sapiens); KOR beta-arrestin recruitment, luminescence; higher % means a stronger effect; one-dose activation, % at 10 µM; EC50 in µM for titrated hits; 280,000 compounds, 0.02% hits; in the data active = activation above about 50%, passing the limit was not always enough; also: a part of the inactive calls stands beside numbers as strong as those of hits
KOR beta-arrestin-2 = KOR antagonists, beta-arrestin recruitment, cell-based, luminescence, uHTS (AID 1778) | Kappa-type opioid receptor (Homo sapiens) | KOR beta-arrestin recruitment, luminescence, antagonist mode; higher % means a stronger effect | inhibition, % at 10 µM; hits with a dose series show IC50 in µM | 290,000 compounds, 0.091% hits; also: strong numbers were not always called active
Myeloid diff 2 GFP+ MAC1+ % = further read-out of Myeloid diff 2, marked with its call; GFP+ MAC1+ double positive, %; measured here: differentiation confirmed by MAC1 staining
Numbers without * were called inactive; i = inactive; ? = inconclusive; . = not tested or not shown; + = active, no number; [ ] = dose if it differs, or a comment. Rule as the data show it, unless noted: active = inhibition above about 50%; inactive = the rest. The list is partial. The share of hits here may be higher or lower than overall.

SMILES	GPR55 LPI antagonism	GPR35 antagonists	HIV peptide binding	GPR55 activation	Myeloid diff 2	Myeloid diff 2 GFP+ MAC1+ %	NOD2 inhibition	NOD1 inhibition	KOR beta-arrestin-1	KOR beta-arrestin-2
CNc1nc(Sc2ccccc2)cc(C(F)(F)F)n1	30%	7%	-2.4%	0.3%	i	0.7	6%	33%	5.0%	12%
O=C(Nc1cccnc1)c1ccc2c(c1)C(=O)N(CC1CCCO1)C2=O (centres undefined)	12%	-3%	-0.7%	-0.1%	i	0.3	12%	-17%	-2.9%	-12%[20 µM]
CN(C)C(=S)SCC(=O)Nc1ccc(Cl)cc1Cl	17%	-1%	4.8%	-0.3%	i	0.8	19%	-4%	-1.4%	20%
CCOC(=O)N1CCN(S(=O)(=O)c2cc(C)c(C)cc2C)CC1	-10%	7%	-0.1%	0.3%	i	0.9	9%	-26%	3.6%	-29%
CCN(c1ccccc1)c1cc(C)nc2nc(C)nn12	0%	-13%	-2.6%	-0.1%	i	1.4	21%	-9%	8.9%	26%
O=C(CN(c1ccccc1)S(=O)(=O)c1ccccc1)N1CCOCC1	12%	4%	-0.5%	-0.1%	i	0.2	1%	-27%	-2.9%	-46%[20 µM]
COc1cccc(/C=C2\SC(=S)N(CCC(=O)NNC(=O)c3ccccc3OC)C2=O)c1	4%	-6%	4.3%	0.6%	i	0.2	-5%	8%	-1.1%	-11%
Cc1ccc(S(=O)(=O)Nc2cc(-c3nn(C)c(=O)c4ccccc34)ccc2N2CCOCC2)cc1	0%	7%	-4.7%	0.2%	i	0.3	-16%	-25%	-1.3%	-9%
O=C(CCS(=O)(=O)c1cccs1)Nc1ccc(C(=O)NC2CCCC2)cc1	20%	-13%	1.9%	-0.1%	i	0.3	0%	-48%	-4.3%	-14%
CCOc1cc(/C=C2/NC(=O)NC2=O)cc(Br)c1OCc1ccc(C(=O)O)cc1	1%	-8%	10%	0.2%	i	0.3	-4%	-35%	-1.8%	2%
Cc1ccc(NC(=O)c2ccc3c(SCC(=O)O)c4c(nc3c2)CCCC4)c(Br)c1	6%	16%	8.1%	-0.4%	i	5.1	23%	3%	6.2%	-20%
COc1ccc(-n2c(C)cc(/C=C3\C(=N)N4N=C(CC(=O)N5CCOCC5)SC4=NC3=O)c2C)c(OC)c1	-6%	0%	14%	-0.1%	i	0.8	8%	42%	3.3%	-31%
Cc1ccc(SCc2cc(=O)[nH]c(Nc3nc(C)c4cccc(C)c4n3)n2)cc1	2%	-14%	-1.0%	-0.1%	i	1.0	1%	10%	0.8%	1%
CCOC(=O)N/N=C\c1ccccc1OC/C=C/c1ccccc1	2%	-6%	3.0%	-0.1%	?	.	-49%	-63%	-1.0%	14%
Cc1ccc(SCCC(=O)N/N=C/c2ccccc2O)cc1	-9%	5%	-2.1%	-0.2%	i	0.3	8%	-8%	-0.1%	-10%
Cc1ccc(NC(=O)CSc2nc(=O)cc(N)n2CCc2ccccc2)cc1	2%	0%	1.6%	0.2%	i	0.6	8%	-21%	1.1%	-8%
CCOc1ccc(NC(=O)CN2CCN(CC(=O)Nc3cccc(F)c3)CC2)cc1	2%	-2%	0.6%	-0.1%	i	1.2	-3%	4%	-2.9%	-12%
Nc1nc(CCl)nc(Nc2cccc3ccccc23)n1	26%	-7%	-1.6%	0.6%	i	0.1	.	.	3.8%	4%
COc1ccccc1C(=O)NCCC(=O)N1CCCC(C(F)(F)F)C1 (centres undefined)	6%	4%	1.8%	-0.1%	i	1.1	-7%	-12%	6.6%	-15%
COc1ccc(NC(=O)c2ccc(-c3ccc(OC)cc3)s2)cc1	5%	10%	1.5%	-0.1%	i	1.5	1%	-30%	-1.4%	-15%

Brought forward from above: 2 entries, then new ones.
SMILES	GPR55 LPI antagonism	GPR35 antagonists	HIV peptide binding	GPR55 activation	Myeloid diff 2	Myeloid diff 2 GFP+ MAC1+ %	NOD2 inhibition	NOD1 inhibition	KOR beta-arrestin-1	KOR beta-arrestin-2
COc1ccccc1C(=O)NCCC(=O)N1CCCC(C(F)(F)F)C1 (centres undefined)	6%	4%	1.8%	-0.1%	i	1.1	-7%	-12%	6.6%	-15%
COc1ccc(NC(=O)c2ccc(-c3ccc(OC)cc3)s2)cc1	5%	10%	1.5%	-0.1%	i	1.5	1%	-30%	-1.4%	-15%
CCC(C)NC(=O)Cn1c(COc2ccc(Cl)cc2Cl)nc2ccccc21 (centres undefined)	11%	-2%	1.6%	-0.1%	i	1.2	-68%	-49%	.	.
O=C(CN1CCN(c2ccccn2)CC1)Nc1ccc(F)cc1F	-4%	-9%	0.1%	-0.2%	i	0.7	16%	4%	-4.0%	-14%
CCOC(=O)C(NCCc1ccccc1F)(NC(=O)CC)C(F)(F)F (centres undefined)	1%	-12%	-0.8%	1.1%	i	0.9	-12%	47%	2.8%	-47%
COc1ccc(/C=N\NC(=O)c2ccccc2F)cc1COc1ccc(F)cc1F	-9%	-14%	-2.8%	0.7%	?	.	-7%	31%	6.8%	-121%
COc1ccc(N2CSC3=C(C#N)C(c4cccs4)CC(=O)N3C2)cc1 (centres undefined)	5%	1%	-2.8%	-0.2%	i	1.2	0%	16%	-3.7%	-30%
Cc1cccc(C)c1OCC(=O)NCc1nnc(SCC(=O)NC2CCCCC2)n1C	-1%	0%	2.6%	-0.1%	i	2.4	-12%	-14%	0.7%	21%
S=C(Nc1ccccc1)N1CCOCC1	-8%	1%	0.3%	-0.2%	i	0.9	3%	-28%	-0.3%	-8%[20 µM]
CCC(C)(C)NC(=O)c1ccc(S(=O)(=O)N(C)c2ccccc2OC)cc1	2%	-16%	4.2%	0.1%	i	0.8	2%	-21%	6.1%	-38%
COc1ccc(OC)c(S(=O)(=O)Nc2cc(C(=O)O)ccc2N2CC3CC(C2)c2cccc(=O)n2C3)c1 (centres undefined)	8%	2%	-0.9%	-0.3%	i	1.1	9%	-18%	1.3%	-12%
O=C(NC1CCCC1)C(c1cccnc1)N(C(=O)c1csnn1)c1ccc(F)cc1 (centres undefined)	1%	12%	-1.9%	0.0%	i	0.8	3%	11%	-2.9%	-3%
CCOc1nnc(C)c2c(C)n(-c3cccc(OC)c3)nc12	0%	2%	-0.1%	-0.1%	i	1.0	13%	-3%	2.0%	-25%
CC(=O)N1CCN(S(=O)(=O)c2cccc(C(=O)OCC(=O)N3CC(=O)Nc4ccccc43)c2)CC1	-8%	-13%	0.0%	0.5%	i	0.5	20%	-26%	-1.8%	11%
COc1ccc(-c2csc(NC(=O)COC(=O)c3ccco3)n2)cc1	7%	-5%	5.4%	-0.1%	i	0.8	-65%	-24%	0.5%	-11%
CC(=O)N1CN(C2CCS(=O)(=O)C2)Cc2c1sc1c2CCCC1 (centres undefined)	11%	9%	-0.3%	-0.1%	i	0.1	5%	-25%	3.4%	-15%
O=C1c2ccccc2C(=O)N1CCC(=O)N1CCCc2ccccc21	4%	14%	5.0%	-0.2%	i	0.5	-4%	-22%	-1.5%	10%
Cc1cc(C)n2c(SCC(=O)N3CCN(S(=O)(=O)c4ccc(Cl)cc4)CC3)nnc2n1	-3%	21%	0.0%	0.0%	i	0.1	4%	4%	0.3%	-8%
COc1ccc(CNc2ncc(-c3ccc(F)cc3)n2C)c2ccccc12	6%	14%	-0.2%	-0.2%	i	1.0	26%	-14%	-4.8%	-25%[20 µM]
COc1cc2c(cc1OC)C1(Nc3c-2c(C)nn3-c2ccccc2)C(=O)Nc2ccccc21 (centres undefined)	9%	7%	0.7%	-0.1%	+	0.2*	1%	-31%	4.6%	-65%
Cn1c(=O)nc2n(Cc3ccccc3)c3ccccc3cc-2c1=O	-1%	-14%	-2.4%	-0.3%	i	0.2	13%	43%	23%	-3%
CC(C)OC(=O)Cn1cnc2ccc(Br)cc2c1=O	3%	14%	-1.7%	-0.3%	i	0.7	-7%	-13%	-2.2%	-6%
O=C(NC(Cc1ccc2c(c1)OCO2)C(=O)N1CCCC1C(=O)O)c1ccccc1 (centres undefined)	2%	-3%	-1.6%	-0.2%	i	2.4	2%	0%	8.0%	0%
COc1cccc(N2CCN(C(=O)CCCCCNc3nc(=S)[nH]c4ccccc34)CC2)c1	16%	-16%	-0.6%	0.7%	i	0.6	35%	6%	1.9%	0%
O=C(O)c1cccc(Oc2ccc([N+](=O)[O-])cc2)c1	4%	7%	-0.2%	-0.2%	i	0.7	16%	-8%	-1.8%	9%
CCCCC(CC)C(=O)Nc1cc(C(=O)NCCC)ccc1N1CCC2(CC1)CC(c1ccccc1)=NO2 (centres undefined)	16%	-8%	-0.9%	-0.1%	i	3.7	-10%	-14%	-6.2%	-10%[20 µM]
COc1ccc(C2=NOC(C(=O)Nc3cc(C)on3)C2)cc1OC (centres undefined)	6%	-17%	1.0%	-0.3%	i	0.6	6%	-12%	12%	-23%
Cc1ccc(NC2CCCN(C(=O)c3ccccc3N3CCOCC3)C2)cc1C (centres undefined)	7%	-11%	-1.7%	-0.2%	i	0.4	13%	-24%	0.0%	4%
Nc1nc(SCc2nnc(SCC(=O)O)n2-c2ccccc2)nc2sc3c(c12)CCCC3	18%	-6%	7.9%	-0.1%	i	0.6	13%	-4%	-3.3%	-16%
CCCSc1nnc(C(C)C)n1N	12%	-1%	-1.3%	-0.1%	i	0.9	9%	-8%	-2.4%	-34%
COc1ccc(-c2nc3c4ccccc4ccn3c2CN2CCCCC2)cc1OC	-5%	-6%	-1.4%	0.2%	i	0.0	0%	-8%	5.9%	32%
O=[N+]([O-])c1ccc(/C=[N+](\[O-])CCO)o1	-2%	5%	10%	-0.1%	i	0.5	17%	-12%	-1.9%	14%
O=C(Nc1ccc(S(=O)(=O)N2CCOCC2)cc1)c1ccc(Br)o1	7%	12%	-1.8%	-0.1%	i	0.7	0%	-12%	-2.1%	16%
CC(=O)C1=C(O)C(=O)N(CCCO)C1c1ccccc1 (centres undefined)	-4%	10%	-2.6%	-0.2%	i	4.5	14%	9%	7.8%	-36%
O=[N+]([O-])c1cc2c(cc1Br)CCN2	7%	13%	-1.9%	-0.1%	i	0.2	-44%	-30%	-0.7%	-21%
NC(=O)COc1ccc(C2c3c(oc4ccccc4c3=O)C(=O)N2CC2CCCO2)cc1 (centres undefined)	5%	-10%	-0.4%	0.2%	i	8.6	3%	-16%	0.0%	4%
